Pf apPOL block: Pf-apPOL DNA polymerase inhibition; Recombinant Pf-apPOL, molecular beacon fluorescence, 1.5 h; inhibition, % at 10 µM; 210,000 tested, 0.25% active; AID 1794808
mHTT-CaM PPI inh: disrupts binding of mutant huntingtin to calmodulin | P42858 | AlphaScreen His-mHTT/GST-CaM binding, luminescence | inhibition, % at 15 µM | 190,000 tested, 3.6% active;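 note: 0% = both proteins with DMSO and 100% = one protein alone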
Target sequence (P42858 whole entry, looked up, stated change not applied): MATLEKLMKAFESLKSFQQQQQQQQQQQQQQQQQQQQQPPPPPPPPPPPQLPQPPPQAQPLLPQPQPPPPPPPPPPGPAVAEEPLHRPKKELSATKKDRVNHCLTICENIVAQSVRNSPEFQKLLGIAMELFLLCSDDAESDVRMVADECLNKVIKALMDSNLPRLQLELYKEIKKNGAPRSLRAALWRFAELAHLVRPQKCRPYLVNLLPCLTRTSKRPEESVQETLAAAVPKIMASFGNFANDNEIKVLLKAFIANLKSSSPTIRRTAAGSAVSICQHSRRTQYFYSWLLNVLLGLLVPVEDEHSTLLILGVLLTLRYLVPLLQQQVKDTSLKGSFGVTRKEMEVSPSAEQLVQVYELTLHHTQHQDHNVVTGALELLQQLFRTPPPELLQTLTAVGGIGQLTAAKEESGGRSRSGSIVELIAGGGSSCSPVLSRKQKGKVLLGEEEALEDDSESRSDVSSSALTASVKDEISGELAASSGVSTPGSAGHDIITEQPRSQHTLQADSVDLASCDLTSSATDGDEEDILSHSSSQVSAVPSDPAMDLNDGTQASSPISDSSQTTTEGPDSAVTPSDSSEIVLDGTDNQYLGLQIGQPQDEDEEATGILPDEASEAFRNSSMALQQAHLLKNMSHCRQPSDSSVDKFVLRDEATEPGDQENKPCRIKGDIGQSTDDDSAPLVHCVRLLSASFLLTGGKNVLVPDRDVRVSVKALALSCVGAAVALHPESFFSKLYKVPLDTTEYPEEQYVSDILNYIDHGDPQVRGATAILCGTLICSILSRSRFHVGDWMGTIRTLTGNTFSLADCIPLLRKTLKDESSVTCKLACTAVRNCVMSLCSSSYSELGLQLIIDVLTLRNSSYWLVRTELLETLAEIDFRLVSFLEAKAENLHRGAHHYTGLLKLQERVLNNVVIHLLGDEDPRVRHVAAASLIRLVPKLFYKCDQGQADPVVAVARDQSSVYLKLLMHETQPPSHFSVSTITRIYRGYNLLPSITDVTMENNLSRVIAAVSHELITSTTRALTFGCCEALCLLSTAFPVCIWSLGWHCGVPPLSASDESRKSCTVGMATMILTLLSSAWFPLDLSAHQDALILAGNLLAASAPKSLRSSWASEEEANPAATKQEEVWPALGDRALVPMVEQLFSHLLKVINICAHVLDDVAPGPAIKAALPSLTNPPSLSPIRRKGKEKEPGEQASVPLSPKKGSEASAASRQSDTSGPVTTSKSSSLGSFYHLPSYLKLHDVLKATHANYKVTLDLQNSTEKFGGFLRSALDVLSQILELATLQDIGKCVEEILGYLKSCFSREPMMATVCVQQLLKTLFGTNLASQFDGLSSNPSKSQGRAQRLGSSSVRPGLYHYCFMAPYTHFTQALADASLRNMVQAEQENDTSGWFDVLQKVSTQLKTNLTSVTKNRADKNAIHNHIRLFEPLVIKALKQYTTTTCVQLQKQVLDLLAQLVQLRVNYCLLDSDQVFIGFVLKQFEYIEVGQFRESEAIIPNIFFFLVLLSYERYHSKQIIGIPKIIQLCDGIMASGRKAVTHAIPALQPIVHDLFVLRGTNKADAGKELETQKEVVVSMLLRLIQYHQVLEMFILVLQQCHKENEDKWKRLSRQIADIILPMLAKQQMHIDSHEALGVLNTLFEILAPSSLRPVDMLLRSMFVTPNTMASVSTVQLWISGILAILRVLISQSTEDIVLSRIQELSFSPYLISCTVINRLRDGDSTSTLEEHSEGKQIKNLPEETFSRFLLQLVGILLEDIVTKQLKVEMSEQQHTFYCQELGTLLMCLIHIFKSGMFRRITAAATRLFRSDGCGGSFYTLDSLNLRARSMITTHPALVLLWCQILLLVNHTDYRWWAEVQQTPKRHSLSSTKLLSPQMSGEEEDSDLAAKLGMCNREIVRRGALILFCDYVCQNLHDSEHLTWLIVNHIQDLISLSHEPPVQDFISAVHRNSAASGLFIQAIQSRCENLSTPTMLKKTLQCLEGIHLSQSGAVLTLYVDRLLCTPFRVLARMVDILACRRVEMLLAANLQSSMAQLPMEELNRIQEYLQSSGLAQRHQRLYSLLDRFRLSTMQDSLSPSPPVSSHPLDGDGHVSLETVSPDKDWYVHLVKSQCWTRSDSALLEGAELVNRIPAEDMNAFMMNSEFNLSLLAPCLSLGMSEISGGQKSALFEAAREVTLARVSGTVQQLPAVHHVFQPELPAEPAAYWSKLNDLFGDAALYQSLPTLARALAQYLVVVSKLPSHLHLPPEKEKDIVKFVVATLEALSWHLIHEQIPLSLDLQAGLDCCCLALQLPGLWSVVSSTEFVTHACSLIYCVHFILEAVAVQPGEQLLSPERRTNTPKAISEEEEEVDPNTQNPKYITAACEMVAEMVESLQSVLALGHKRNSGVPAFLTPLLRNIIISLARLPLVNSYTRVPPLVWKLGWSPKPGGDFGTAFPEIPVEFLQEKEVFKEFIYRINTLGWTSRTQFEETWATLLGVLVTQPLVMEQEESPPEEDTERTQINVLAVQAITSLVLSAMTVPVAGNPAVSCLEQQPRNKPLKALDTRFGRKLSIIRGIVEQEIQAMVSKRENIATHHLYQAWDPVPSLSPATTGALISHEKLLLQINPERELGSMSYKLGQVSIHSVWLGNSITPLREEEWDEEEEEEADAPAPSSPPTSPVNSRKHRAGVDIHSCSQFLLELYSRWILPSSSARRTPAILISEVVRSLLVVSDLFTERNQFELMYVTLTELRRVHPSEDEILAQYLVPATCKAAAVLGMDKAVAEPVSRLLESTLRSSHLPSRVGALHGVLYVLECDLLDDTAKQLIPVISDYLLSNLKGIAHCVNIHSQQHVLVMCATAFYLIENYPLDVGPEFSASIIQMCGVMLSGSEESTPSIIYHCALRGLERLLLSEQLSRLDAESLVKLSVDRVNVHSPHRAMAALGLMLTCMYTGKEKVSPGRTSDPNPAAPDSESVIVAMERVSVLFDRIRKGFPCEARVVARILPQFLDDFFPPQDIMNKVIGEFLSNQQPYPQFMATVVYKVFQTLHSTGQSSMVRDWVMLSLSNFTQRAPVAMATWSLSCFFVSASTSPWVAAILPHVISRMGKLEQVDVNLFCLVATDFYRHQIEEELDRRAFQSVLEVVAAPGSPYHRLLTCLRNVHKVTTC
Starred values were filed as active, the others as inactive; nt = not tested or not shown; & = joins results of further samples. Cut-off read from the data, not from the text of the source: active = inhibition above about 50%; inactive = the rest.

SMILES	Pf apPOL block	mHTT-CaM PPI inh
COc1cc(NC(=O)c2ccc(F)cc2)cc([N+](=O)[O-])c1	-7	6
NC(=O)c1ccc(NC(=O)C(c2ccccc2)c2ccccc2)cc1	-2	-3
CCc1c(C)sc(NC(=O)c2ccccc2F)c1C#N	-2	-9
COc1ccc(-c2ccc(C=O)o2)c([N+](=O)[O-])c1	5	10
Cc1cc(=O)oc2cc(OCc3ccc(F)cc3)c(Cl)cc12	-2	-4
CCOCCCNC(=O)CSc1nc2nc(C)cc(C)n2n1	-7	-2
O=C(NCc1ccncc1)c1c(O)c2ccccc2[nH]c1=O	-1	0
CSc1nc2ccccc2n1CCOc1ccccc1	1	-11
Brc1csc(CN2CCc3ccccc3C2)c1	-2	-37
COc1ccc(C2CC(=O)Oc3cc(OC)ccc32)cc1 (stereo not given)	-2	0
CCN1c2ccc(F)cc2C(=O)NC12CCN(C(=O)c1ccc(C(F)(F)F)cc1)CC2	-2	8
O=C(Cc1ccc(F)cc1)N1CCN(c2nc(CN3CCOCC3)cs2)CC1	-1	17
CC(C)NC(=O)c1scc(S(C)(=O)=O)c1Cl	6	nt
O=C(NCc1cccc(C(F)(F)F)c1)O[C@H]1CC[C@@]23CCCN2C(=O)CCC[C@H]3C1	-4	-5
O=C(NCCc1ccccn1)C1CCc2sc(C(=O)N3CCCC3)cc2C1 (stereo not given)	-6	2
COc1cccc(C2C(C(=O)Nc3ccccc3)=C(C)Nc3ncnn32)c1OC (stereo not given)	3	1
Cc1ccc(-n2c(SCC(=O)Nc3ccc(C)cc3C)nc3c(c2=O)SCC3)cc1	-6	5
Cc1ccc(S(=O)(=O)NC(=O)Nc2ccc(C)c(F)c2)cc1	-9	-7
Cc1ccc2nsnc2c1NC(=O)c1cncc(Br)c1	6	4
COc1cccc(C(=O)Nc2ccccc2N2CCOCC2)c1	4	-8
COCCNC(=O)Cc1ccc(NC(=O)c2cnc3ccccc3n2)cc1	0	-9
O=C(Nc1ccc2c(c1)OCCO2)c1ccc(C(=O)Nc2ccc3c(c2)OCCO3)nc1	0	24
Cn1c(=O)c2c(nc(Oc3ccc(F)cc3)n2Cc2ccc(Cl)cc2)n(C)c1=O	5	-4
CCOc1ccc(-c2cn3ccn(-c4cccc(F)c4)c(=O)c3n2)cc1	1	-10
Cc1ccc(F)cc1N1C(=O)CSC1c1ccccc1[N+](=O)[O-] (stereo not given)	-2	13
O=C(O)CN1CC2([N+](=O)[O-])C=C(C(=O)O)CC([N+](=O)[O-])(C1)C2 (stereo not given)	-4	-2
CCOC1(OCC)N=C(N)C2(C#N)C3(CCCCC3)C12C#N (stereo not given)	-2	-4
COc1ccc(C(=O)NCCC2CCN(C(=O)c3ccc(C)cc3)CC2)cc1	-3	9
O=C(CSc1nnc(-c2ccncc2)n1-c1ccccc1)N1c2ccccc2Sc2ccccc21	10	nt
COc1cc2c(cc1NC(=O)CSc1nnnn1-c1ccccc1)oc1ccccc12	-4	-2

Of the compounds above, these have a furan ring, fused or not:
SMILES	Pf apPOL block	mHTT-CaM PPI inh
COc1ccc(-c2ccc(C=O)o2)c([N+](=O)[O-])c1	5	10
COc1cc2c(cc1NC(=O)CSc1nnnn1-c1ccccc1)oc1ccccc12	-4	-2

Carrying on:
SMILES	Pf apPOL block	mHTT-CaM PPI inh
COc1cc2cc(OS(=O)(=O)c3cc([N+](=O)[O-])ccc3C)nc(C)c2cc1OC	0	nt
CC12CC3(C)CC(CC(=O)O)(C1)CC(CC(=O)O)(C2)C3	0	-1
Cn1c(CCN(Cc2ccco2)S(=O)(=O)c2ccc(Cl)cc2)n[nH]c1=S	4	nt
Nc1nnc(SC/C=C/c2ccccc2)s1	-5	2
O=C1CC(c2ccccc2)CC2=C1C(c1ccc(Cl)c([N+](=O)[O-])c1)Nc1ccccc1N2 (stereo not given)	2	84*
Cc1ccc(NC(=O)C(=O)NCC2COc3ccccc3O2)cc1 (stereo not given)	-6	-5
CC(=O)N1CCc2c(c(COCc3ccc(C)cc3)nn2C)C1	-8	12
Cc1ccc(CNC(=O)C2c3ccccc3CC(=O)N2Cc2ccccc2)o1 (stereo not given)	-2	42
Cc1nc(-c2cccc(NC(=O)Cc3csc(Nc4ncccn4)n3)c2)cs1	-3	41
Cc1cc(C(=O)NCC2CCN(S(=O)(=O)C3CC3)CC2)no1	-3	-3
O=C(NC1(C(=O)NC2CCCCC2)CCCCC1)c1ccccn1	1	16
O=C(O)CSc1nnc2sc3ccccc3n12	5	-10
Cn1c(=O)c2c(nc(Br)n2Cc2cccc(Br)c2)n(C)c1=O	3	4
Cc1[nH]c(=O)[nH]c(=O)c1CC(=O)Nc1ccc2c(c1)OCO2	-5	18
CCCN(CCC)S(=O)(=O)c1ccc(C(=O)Nc2nnc(-c3ccccc3OC)o2)cc1	-21	1

5 compounds picked at random from the list so far, as already listed:
SMILES	Pf apPOL block	mHTT-CaM PPI inh
Cc1cc(C(=O)NCC2CCN(S(=O)(=O)C3CC3)CC2)no1	-3	-3
CCCN(CCC)S(=O)(=O)c1ccc(C(=O)Nc2nnc(-c3ccccc3OC)o2)cc1	-21	1
Cc1nc(-c2cccc(NC(=O)Cc3csc(Nc4ncccn4)n3)c2)cs1	-3	41
Cc1ccc(CNC(=O)C2c3ccccc3CC(=O)N2Cc2ccccc2)o1 (stereo not given)	-2	42
Cc1ccc(NC(=O)C(=O)NCC2COc3ccccc3O2)cc1 (stereo not given)	-6	-5

Single records (already shown). Order of screens: Pf apPOL block | mHTT-CaM PPI inh
Results for Cc1cc(C(=O)NCC2CCN(S(=O)(=O)C3CC3)CC2)no1 → -3 | -3
Results for O=C(O)CN1CC2([N+](=O)[O-])C=C(C(=O)O)CC([N+](=O)[O-])(C1)C2 (stereo not given) → -4 | -2
Results for Cn1c(CCN(Cc2ccco2)S(=O)(=O)c2ccc(Cl)cc2)n[nH]c1=S → 4 | nt
Results for Cc1ccc2nsnc2c1NC(=O)c1cncc(Br)c1 → 6 | 4
Results for Cn1c(=O)c2c(nc(Oc3ccc(F)cc3)n2Cc2ccc(Cl)cc2)n(C)c1=O → 5 | -4

(more compounds)
SMILES	Pf apPOL block	mHTT-CaM PPI inh
Cc1nnc2c(NC3CCCCC3)nc3ccccc3n12	-9	2
CCOc1ccc(-c2cc3n(n2)CCCN(C(C)=O)C3)cc1	-20	-5
COc1ccc(C(=O)OCC(=O)c2ccc(Cl)cc2)cc1	-5&-39	nt
COC(=O)c1ccc(Cn2cnc3c(nnn3C)c2=O)cc1	-1	-8
CNC(=O)c1cc2c(=O)n3cccc(C)c3nc2n(C2CCCCC2)c1=N	-4	1
COC(CNC(=O)c1cccc(NS(=O)(=O)c2ccc(Cl)cc2)c1)OC	-6	-1
CSc1ccccc1NC(=O)C1CCCN(c2ccc(-c3ccco3)nn2)C1 (stereo not given)	6	38
CCN1C(=O)N(CC)C(NNC(N)=S)C1NNC(N)=S (stereo not given)	nt	-2
O=C(Nc1ccccc1F)C1CCc2nc(N3CCN(C(=O)C4CCC4)CC3)sc2C1 (stereo not given)	-2	10
CCCN1CCN(C(=O)C2CCCN(c3ncccc3-c3noc(C4CCC4)n3)C2)CC1 (stereo not given)	-6	4
O=C(Nc1ccc([N+](=O)[O-])cn1)c1ccc(COc2ccc(F)cc2)o1	18	4
O=C1CCCC2=C1C(c1cccc(Br)c1)NC(=S)N2 (stereo not given)	3	-6
O=C(NCCCNc1ccc(Cl)cc1[N+](=O)[O-])c1cc(F)c(F)cc1Cl	1	2
CCOc1cccc2sc(NC(=O)c3cccc(OC)c3)nc12	-2	-8
CC(C)C[C@@H](CO)N1CCN(Cc2ccc(Br)cc2)CCC1=O	-12	13
COC(=O)C1CCN(C2CN(Cc3ccc(C)cc3)S(=O)(=O)C2)CC1 (stereo not given)	0	0
COc1ccc(-c2cnc(SCC#N)n2-c2ccccc2)cc1	2	34
O=C(Nc1sc2c(c1C(=O)N1CCCCC1)CCCC2)c1ccccc1Cl	-6	23
O=C(Nc1ccccc1)C1CCN(S(=O)(=O)c2ccc(F)cc2)CC1	-8	-3
COc1cccc(C=Nc2cccc(C(F)(F)F)c2)c1O	-2	-1
Cc1ccccc1NC(=O)C1(NC(=O)Cn2nnnc2N)CCCCC1	-5	-4
Cc1ccc(OCc2nnc(SCC(=O)Nc3ccccc3F)n2-c2ccccc2)cc1C	0	2
Clc1ccccc1OCCCCN1CCOCC1	-3	-4
Cn1nc(C(C)(C)C)cc1C(=O)NNc1c(Cl)cncc1Cl	-1	nt
COc1cc2nc(-c3ccccc3C)oc(=O)c2cc1OC	-2	0
CCN1c2ccc(C)cc2C(=O)NC12CCN(C(=O)c1ccccc1)CC2	-4	-3
CCOc1ccc(NC(=O)N2CCc3c(c(COc4ccccc4)nn3C)C2)cc1	-6	22
COc1ccc(C2C=C(c3ccc(F)cc3)Nc3ncnn32)c(OC)c1 (stereo not given)	-4	1
CC(O)(CNC(=O)C1CC=CCC1)c1ccccc1 (stereo not given)	-1	-5
CCOc1ccccc1C=C1Oc2c(ccc(O)c2CN(C)C)C1=O	-7	5
CCCCNC(=O)C1CCc2sc(C(=O)N3CCCCC3)cc2C1 (stereo not given)	-2	0
O=C(CCCOc1ccccc1)N1CCCC1	-2	-1
O=C(NC1CC2CC1CN2C(=O)c1cccc(C(F)(F)F)c1)c1ccccc1 (stereo not given)	-3	25
CCOC(=O)NC(=O)C(C#N)=CNc1ccc(OC)cc1	-8	nt
CCC1(C)CC(=O)N(c2ccccc2)C1=O (stereo not given)	3	1
CCOC(=O)C1CCN(C(=O)C2CCCN(c3cn[nH]c(=O)c3)C2)CC1 (stereo not given)	-2	4
O=C(Nc1ccc(Br)cc1)c1cc(S(=O)(=O)NC2CCCC2)ccc1F	0	11
Cc1ccc(OCCCCN2CCCC2)c(C)c1	0	-1
O=C(NCc1ccc(F)cc1Cl)c1ccc(-c2cncnc2)nc1	1	-2
COc1ccc(C2C=C(c3ccc(C)cc3)Nc3ncnn32)cc1 (stereo not given)	1	22
CCOC(CNC(=O)c1sc2ncn(CC(=O)N3CCCC(C)C3)c(=O)c2c1C)OCC (stereo not given)	-2	3
O=c1c2c(nc(SCc3ccc(F)cc3)n1-c1ccccc1)CCS2	-5	41
CCn1c(C2CCN(S(=O)(=O)c3ccc4c(c3)CCC4)C2)nc2cccnc21 (stereo not given)	0	5
Cn1ccc(-c2cccc(NC(=O)Nc3ccccc3)c2)n1	2	nt
O=C(CN1CCN(c2ccc(F)cc2)C1=O)N1CCN(C2CCCCC2)CC1	-12	-12
Nc1ccc2c(c1Cl)C(=O)c1ccccc1C2=O	-72	30
CCn1c2ccccc2c2nnc(SCC(=O)Nc3nc4ccc([N+](=O)[O-])cc4s3)nc21	-3&-1	1&3
O=C(C1CCC(c2ccccc2)N(C(=O)c2ccccc2F)C1)N1CCOCC1 (stereo not given)	-3	-1
CCOC(=O)C(NC(C)=O)(OC)C(F)(F)F (stereo not given)	0	nt
O=C(NC1CC1)c1cccc(-c2nc(-c3ccccc3)no2)c1	1	-4
Clc1ccc(-c2cn3c4ccccc4n(CCN4CCOCC4)c3n2)cc1	-1	44
COc1c(C(=O)N2CCN(C3CCCCC3)CC2)sc2ccc(F)cc12	-3	29
COc1ccccc1-c1c(Cc2ccccc2)[nH]n2c(=O)c(Cl)c(C)nc12	3	-8
O=C(Nc1ccc2c(c1)OCO2)C1COCC(=O)N1Cc1ccccc1 (stereo not given)	4	25
CC(C)c1ccc(NC(=O)c2ccc(F)c(S(=O)(=O)N3CCc4ccccc4C3)c2)cc1	-2	-2
Cc1cc(=O)n(CC(=O)Nc2ccc(F)c(F)c2)c(N2CCCCC2)n1	1	-12
COCC(=O)N1CCCN(C2=Nc3ccc(C)cc3Oc3ccccc32)CC1	0	37
CCOC(=O)NC(=O)C(=CNCc1ccncc1)C(=O)OCC	-6	nt
CCCCNC(=O)c1nn2c(c1Cl)NC(c1cccs1)CC2C(F)(F)F (stereo not given)	-2	-1
CCC[C@H]1[C@@H](NS(C)(=O)=O)CC[C@@]23CCCN2C(=O)CCC[C@@H]13	-5	-13

Next part:
SMILES	Pf apPOL block	mHTT-CaM PPI inh
c1cc(-c2n[nH]c(C3CCCN3)n2)cs1 (stereo not given)	-5	-3
NCCSC1CC(=O)N(c2ccccc2)C1=O (stereo not given)	-1	-6
COc1cccc(CSc2nc(C)cc(=O)n2C)c1	-2	-1
COC(=O)N[C@@H]1CSC[C@@H]1O	nt	-3
c1ccc(-c2n[nH]c(C3CCN(C4CCNC4)CC3)n2)cc1 (stereo not given)	-4	-2
CCOC(=O)C(=Cc1ccccc1)C(=O)c1ccccc1OCc1ccccc1	-4	nt
NC(CCN(Cc1ccco1)S(=O)(=O)c1cccc2nsnc12)=NO	8	nt
CC1CN=C2C=C(N3CCN(C(=O)c4ccccc4Cl)CC3)N=CN21 (stereo not given)	-3	0
Cc1noc(COC2CCCN(C(=O)c3ccccn3)C2)n1 (stereo not given)	-3	-10
Cc1cc(O)c(Br)c(C)c1NS(=O)(=O)c1cccc([N+](=O)[O-])c1	-10	9
